Eya2 phos inh – qHTS Assay for Inhibitors of the Phosphatase Activity of Eya2; Protein phosphatase EYA2 (Homo sapiens), O00167; recombinant Eya2, OMFP fluorescence dephosphorylation (OMFP is methylfluorescein phosphate); Potency, µM (top dose mostly 76.9 µM), for inactives: top-dose activity, negative = inhibition, actives largely listed as inhibitors; hit rate 0.006% among 330,000; further: potency means the concentration at half of the fitted maximal effect; on the % scale 0 is the no-effect control and ±100 the full control effect
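Eya2 (0.2 uM) preincubated 10 min at ambient with compound, then OMFP substrate added at 50 uM; 10 min reaction in 50 mM HEPES pH 7.5, 50 mM NaCl, 5 uM MgCl2, 0.05% BSA, 1 mM DTT. Fluorescence read at Ex 485/Em 525 nm.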
MBNL1 CUG block – qHTS Assay for Inhibitors of MBNL1-poly(CUG) RNA binding | Muscleblind-like protein 1 (Homo sapiens), Q9NR56 | TR-FRET MBNL1-His/biotin-(CUG)12 binding, 665/545 ratio | Potency, µM (highest dose often 57.5 µM), inactives show at the highest dose activity change, negative = inhibition, most hits filed as inhibitors | hit rate 0.036% among 280,000 | AID 2675, 2010; active means well fitted inhibition curve with a large enough effect in the signal ratio, with a control signal flat, not every such curve was filed as active; inconclusive means small, poorly fitted or top-dose-only effect, or effect the other way, or a change in a side signal; inactive means no such curve, though single readings can be large or run the other way; the % refers to the signal ratio; further: potency means the concentration at half of the fitted maximal effect; on the % scale 0 is the no-effect control and ±100 the full control effect
Target sequence (Q9NR56 whole entry, looked up): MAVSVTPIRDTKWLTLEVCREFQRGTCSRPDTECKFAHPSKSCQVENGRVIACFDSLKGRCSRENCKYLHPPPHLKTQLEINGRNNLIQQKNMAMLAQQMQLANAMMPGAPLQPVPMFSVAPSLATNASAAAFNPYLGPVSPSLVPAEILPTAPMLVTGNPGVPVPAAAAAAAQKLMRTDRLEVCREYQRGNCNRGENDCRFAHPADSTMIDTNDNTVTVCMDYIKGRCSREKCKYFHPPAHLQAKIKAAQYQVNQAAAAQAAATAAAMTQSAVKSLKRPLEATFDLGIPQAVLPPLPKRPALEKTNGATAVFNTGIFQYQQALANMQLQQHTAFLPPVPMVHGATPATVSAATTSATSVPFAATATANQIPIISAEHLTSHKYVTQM
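Inhibition of protein-RNA binding appears as loss of TR-FRET between terbium anti-His antibody on MBNL1-His and streptavidin-XL665 on biotin-(CUG)12. Activity is normalized to buffer-only and uninhibited-complex controls.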
GALK inhibitor – qHTS Assay for Inhibitors of Human Galactokinase (GALK); P51570; Purified GALK, Kinase-Glo residual ATP luminescence; Potency, µM (titrated, usually from 57.5 µM), for the others: top-dose activity change, negative = inhibition, actives largely listed as inhibitors; hit rate 0.007% among 270,000; further: potency means the concentration at half of the fitted maximal effect; on the % scale 0 is the no-effect control and ±100 the full control effect
Target sequence (P51570 whole entry, looked up): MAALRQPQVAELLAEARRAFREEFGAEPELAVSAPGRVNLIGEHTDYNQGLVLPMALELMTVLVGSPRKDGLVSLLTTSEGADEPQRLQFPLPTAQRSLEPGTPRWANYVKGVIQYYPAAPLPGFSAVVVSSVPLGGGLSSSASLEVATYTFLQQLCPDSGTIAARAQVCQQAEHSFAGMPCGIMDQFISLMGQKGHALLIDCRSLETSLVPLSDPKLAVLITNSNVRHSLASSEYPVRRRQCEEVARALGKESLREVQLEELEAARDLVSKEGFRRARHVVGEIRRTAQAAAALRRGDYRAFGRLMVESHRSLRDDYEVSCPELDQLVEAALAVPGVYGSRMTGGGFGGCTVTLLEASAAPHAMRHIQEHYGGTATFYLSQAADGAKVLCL
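Quantitative HTS: GALK 5 nM, ATP 35 uM, galactose 100 uM, 1 h room temperature, then luciferase-based ATP detection.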
TSHR antagonist – Antagonists of the Thyroid Stimulating Hormone Receptor: HTS campaign; Thyrotropin receptor (Homo sapiens), P16473; TSHR-expressing cells, TSH-stimulated cAMP HTRF, 2 h; active compounds read low; activity change, negative = inhibition, % at 11.5 µM; hit rate 0.2% among 330,000; AID 504810, 2011;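 active means activity change below a set negative limit, meaning inhibition stronger than a set level, cut at about -70% in these data; inconclusive means activity change between two set negative limits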; further: on the % scale 0 is the no-effect control and ±100 the full control effect
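Competitive HTRF cAMP read-out (cryptate anti-cAMP antibody, cAMP-d2; 30 min, room temperature) in freshly harvested TSHR cells. Compounds added before TSH at EC80 (4nM final), followed by 2 hours' incubation at 37 deg C.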
USP2a block – qHTS Assay for Inhibitors of Ubiquitin-specific Protease USP2a Using CHOP2 as the Reporter; Ubiquitin carboxyl-terminal hydrolase 2 (Homo sapiens), O75604; USP2 core, Ub-CHOP2 coupled fluorogenic reporter, 485/531; Potency, µM (highest dose often 38.3 µM), for the others: at the top dose activity change, negative = inhibition, actives largely listed as inhibitors; hit rate 0.01% among 330,000;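 further: potency means the concentration at half of the fitted maximal effect; plate controls were DMSO wells for no effect and full inhibition by NEM control for full effect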
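USP2 core (10nM final) preincubated 30min RT with compound in 20mM Tris-HCl pH 8.0, 2mM CaCl2, 2mM beta-mercaptoethanol, 0.05% CHAPS; 25nM Ub-CHOP2 plus 25nM reporter substrate added, fluorescence (Ex485/Em531) read after 60min.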
Chronic BCR inh – qHTS Assay to Find Inhibitors of Chronic Active B-Cell Receptor Signaling; ABC-DLBCL IkBa-CBG/CBR reporter, luminescence ratio, 4 h; hit rate 0.05% among 340,000; Potency, µM (highest dose often 46.1 µM), without a hit: top-dose ratio change, negative = lower green/red ratio, actives largely listed as inhibitors; active means well fitted inhibition curve with a large enough effect in the signal ratio, with a control signal flat, not every such curve was filed as active; inconclusive means small, poorly fitted or top-dose-only effect, or effect the other way, or a change in a side signal; the % refers to the signal ratio;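 further: potency means the concentration at half of the fitted maximal effect; plate controls were basal doxycycline-induced cells for no effect and cells given 10 µM MG132 for full effect; MG132 reads +100%, hits lower the ratio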
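Compounds up to 46 uM were incubated four hours with TMD8 cells whose green CBG68 luciferase is fused to IkappaBalpha; red CBR luminescence normalised the signal, and concentration-effect curves were fitted to fusion, red and ratio data.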
PKM2 activator – qHTS Assay for Activators of Human Muscle isoform 2 Pyruvate Kinase; hit rate 0.34% among 260,000; AID 1631, 2009; Potency, µM (top dose mostly 57.5 µM), for the others: at the highest dose activation, actives largely listed as activators; purified PKM2, Kinase-Glo ATP luminescence, activation; response scale: 0% is enzyme alone, no compound; Pyruvate kinase PKM (Homo sapiens), P14618; further: potency means the concentration at half of the fitted maximal effect; on the % scale 0 is the no-effect control and ±100 the full control effect; nearly all actives have a fitted effect of over 55% in size
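ATP formation by purified human PK-M2, quantified via coupled luciferase luminescence after 1 h at room temperature with 0.1 mM ADP and 0.5 mM PEP final.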
S-ASM inh – Inhibitors of Secretory Acid Sphingomyelinase (S-ASM): qHTS; Sphingomyelin phosphodiesterase (Homo sapiens), P17405; placental ASM, HMU-PC fluorogenic substrate, 60 min; Potency, µM (highest dose often 57.5 µM), inactives show top-dose activity change, negative = inhibition, usual class: inhibitors; hit rate 0.006% among 340,000; AID 504937, 2011; further: potency means the concentration at half of the fitted maximal effect
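HMU-PC0 cleavage (9 uM final) by human placental ASM, 60 min at 37 °C following 10 min compound exposure at RT; stopped at pH 10, fluorescence Ex 386/Em 447 nm.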
Menin MLL FP TR – qHTS Assay for Inhibitors Targeting the Menin-MLL Interaction in MLL Related Leukemias: Competition With Texas Red Labeled MLL-derived Mutant Peptide; AID 1768, 2009; O00255; hit rate 0.23% among 270,000; Potency, µM (titrated, usually from 61.6 µM), inactives show top-dose FP activity change, negative = inhibition, most hits filed as inhibitors; Menin + Texas Red MLL mutant peptide, fluorescence polarization; active means well fitted inhibition curve with a large enough effect in the polarisation, with a control signal flat, not every such curve was filed as active; inconclusive means small, poorly fitted or top-dose-only effect, or effect the other way, or a change in a side signal; inactive means no such curve, though single readings can be large or run the other way; the % refers to the polarisation; further: potency means the concentration at half of the fitted maximal effect; % of control where 0% means no effect; many of its hits are not listed in these tables
Mito fusion yeast – qHTS Assay for Small Molecule Inhibitors of Mitochondrial Division or Activators of Mitochondrial Fusion; S. cerevisiae fusion-defective mutant growth rescue, CellTiterGlo 48 h; Potency, µM (highest dose often 46.1 µM), for inactives: at the highest dose growth rescue (activation), most hits filed as activators; hit rate 0.23% among 320,000; AID 485298, 2010;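 further: potency means the concentration at half of the fitted maximal effect; % of control where 0% means no effect; nearly all actives have a fitted effect of over 45% in size; temperature-sensitive fusion mutants such as fzo1-1 at 37 °C on non-fermentable ethanol glycerol medium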
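Compounds are tested for their ability to restore growth of mitochondrial fusion-defective yeast strains at non-permissive 37C in YPEG medium over 48 hours. Viability is quantified by luciferase luminescence.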
hERG WT inh – qHTS for Inhibitors of KCHN2 3.1: Wildtype qHTS | U2OS, BacMam KCNH2, thallium flux FluxOr; active compounds read low | AID 720551, 2013 | hit rate 0.37% among 340,000 | activity change, % at 1.84 µM;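 active means maximum activity change below -70%; inconclusive means maximum activity change between -70% and -50%; inactive means maximum activity change above -50%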; further: on the % scale 0 is the no-effect control and ±100 the full control effect
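U2OS cells transduced with wild-type KCNH2 virus are loaded with FluxOr dye for 45 min, and thallium flux is measured in kinetic reads before and after stimulation buffer. Rate constants are normalized to DMSO controls.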
* hit, by the source's call; ? = inconclusive; / = not tested or not shown; [ ] = remark or other dose. Unless noted, the call rests on the fitted dose curve; in most records, active means well fitted curve in the direction sought with a large enough effect; inconclusive means small, poorly fitted or top-dose-only effect, or another doubt; inactive means no such curve, though single readings can be large; an effect the other way counts as inactive or inconclusive. This is a subset. The share of hits here may be higher or lower than overall.

Values run as follows: hERG WT inh	PKM2 activator	TSHR antagonist	MBNL1 CUG block	S-ASM inh	GALK inhibitor	USP2a block	Chronic BCR inh	Menin MLL FP TR	Eya2 phos inh	Mito fusion yeast
#1 COc1ccc(C(=O)NC(=S)Nc2cc(C)ccn2)cc1[N+](=O)[O-]
  -5	-8%	3	/	1%	1%	2%	0%	2%	3%	-2%
#2 CC(=O)N1c2ccccc2C(C)CC12CCCCC2 (configuration not stated)
  5	-6%	-4	?	0%	-2%	0%	8%	-12%	1%	0%
#3 Cc1cccc(NC(=O)c2ccc(COc3ccc4ccccc4c3)o2)n1
  16	4%	-17	1%	-10%	10%	0%	-20%	4%	-8%	16%
#4 Cc1ccc(C)c(OCC(=O)Nc2ccc(N3CCOCC3)cc2N2CCOCC2)c1
  -29	/	/	/	1%	/	0%	-4%	/	-4%	10%
#5 Cc1cnc(NC(=O)c2cccc(S(=O)(=O)N3CC(C)OC(C)C3)c2)s1 (configuration not stated)
  -1	10%	-11	-6%	-2%	0%	-13%	-1%	-4%	-6%	8%
#6 COC(=O)C1=C(C)NC(=O)/C1=C\N(C)C
  /	-3%	7	-2%	1%	1%	7%	0%	-10%	-17%	?
#7 CC(=O)/C(=N\Nc1ccc(C)cc1)Sc1nncn1C
  5	-18%	6	?	1%	2%	4%	-9%	1%	-2%	1%
#8 Fc1ccc(Nc2nc(N3CCOCC3)nc(N3CCOCC3)n2)cc1
  2	/	-6	-3%	0%	5%	2%	?	/	-2%	-1%
#9 COC(=O)c1scc(C)c1NC(=O)CC1NCCNC1=O (configuration not stated)
  1	-4%	5	-7%	-1%	/	0%	-8%	/	-5%	4%
#10 Cc1ccc(CN(CC(=O)NCC2CCCO2)S(=O)(=O)c2ccc(C)cc2)cc1 (configuration not stated)
  2	6%	4	-4%	6%	1%	1%	-3%	-13%	6%	18%
#11 COc1ccc(S(=O)(=O)NCc2cccnc2)cc1C(=O)N1CCCCC1
  8	0%	-2	-4%	3%	1%	-1%	-6%	15%	7%	-7%
#12 COC(=O)c1ccc(C(=O)OC)c(N)c1
  /	-5%	-6	17%	/	-1%	1%	-19%	-21%	1%	0%
#13 COc1ccc(N2CCN(C(CNC(=O)C(=O)NCc3cccs3)c3ccco3)CC2)cc1 (configuration not stated)
  -2	2%	5	-4%	0%	8%	3%	0%	8%	5%	-7%
#14 CC(C)CNC(=O)c1cc(S(=O)(=O)N2CCOCC2)ccc1N1CCCC1
  -8	1%	1	-1%	-1%	0%	3%	-5%	/	-5%	1%
#15 COc1ccc(C2CC(c3ccc(C)cc3)=NN2C(=O)CCC(=O)O)cc1OC (configuration not stated)
  /	0%	-3	11%	/	4%	0%	15%	8%	-6%	1%
#16 COc1ccc(C(CNC(=O)c2ccc(NS(=O)(=O)c3ccc4c(c3)OCCO4)cc2)N(C)C)cc1 (configuration not stated)
  5	/	9	/	-1%	/	1%	3%	/	5%	-1%
#17 O=S(=O)(Nc1nc2ccccc2nc1N1CCN(c2ccccc2)CC1)c1ccc(F)cc1
  -1	-2%	-19	9%[11.5 µM]	1%	/	3%	7%	?	-9%	-46%[inhibitor]
#18 CCCCCCCn1ccc(O)c(CC(=O)OC)c1=O
  4	5%	11	-2%	8%	1%	5%	?	2%	0%	0%
#19 Cc1ccccc1SCc1noc(C(=O)NCC2CCCO2)c1C(=O)O (configuration not stated)
  0	0%	1	-3%	6%	-2%	1%	-2%	-14%	-20%	-2%
#20 CCC(C(=O)NCc1cccnc1)n1nc(C)n2c(cc3occc32)c1=O (configuration not stated)
  -3	/	1	7%	0%	-1%	2%	0%	16%	8%	-1%

The final three records of the part above come first, to join the parts.
Values run as follows: hERG WT inh	PKM2 activator	TSHR antagonist	MBNL1 CUG block	S-ASM inh	GALK inhibitor	USP2a block	Chronic BCR inh	Menin MLL FP TR	Eya2 phos inh	Mito fusion yeast
#18 CCCCCCCn1ccc(O)c(CC(=O)OC)c1=O
  4	5%	11	-2%	8%	1%	5%	?	2%	0%	0%
#19 Cc1ccccc1SCc1noc(C(=O)NCC2CCCO2)c1C(=O)O (configuration not stated)
  0	0%	1	-3%	6%	-2%	1%	-2%	-14%	-20%	-2%
#20 CCC(C(=O)NCc1cccnc1)n1nc(C)n2c(cc3occc32)c1=O (configuration not stated)
  -3	/	1	7%	0%	-1%	2%	0%	16%	8%	-1%
#21 O=C(Nc1ccc(Cl)cc1)Nc1cccc2nsnc12
  -1	-5%	-18	28%	30%	1%	7%	?	?	-7%	-8%
#22 COc1ccccc1S(=O)Cc1ccc(C(=O)NCc2ccccc2Cl)o1 (configuration not stated)
  5	1%	-7	-1%	2%	3%	-3%	?	-6%	-15%	-2%
#23 N#Cc1ccc(C(=O)N/N=C/c2cn(CC(=O)O)c3ccccc23)c(F)c1
  1	8%	-3	18%	1%	0%	-2%	-2%	5%	1%	-8%
#24 CN(C)CC(=O)c1ccc(-c2ccccc2)cc1
  -7	3%	/	10%	-2%	0%	-4%	?	0%	5%	0%
#25 Cc1n[nH]c(=O)nc1N1CCc2ccccc2C1
  -10	5%	/	3%	3%	1%	/	/	-19%	/	-1%
#26 O=C(Cn1c(=O)oc2ccccc21)Nc1ccc(F)cc1
  -6	2%	2	-1%	1%	4%	0%	?	7%	0%	0%
#27 Cc1ccccc1NC(=O)Cc1nc(COC(=O)CC(C)c2ccccc2)cs1 (configuration not stated)
  10	/	-5	/	-3%	/	-1%	-2%	/	-13%	11%
#28 CCn1cc(C(=O)N[C@@H](CCSC)C(=O)NCCCn2ccnc2)c(=O)c2cc3c(cc21)OCO3
  2	/	-7	-4%	2%	5%	2%	-10%	/	-12%	2%
#29 COc1ccc(-n2nc(C(=O)NCC(=O)N3CCN(c4ccccc4F)CC3)c3ccccc3c2=O)cc1OC
  -14	/	3	12%	-4%	-2%	-3%	2%	/	-27%	14%
#30 CS(=O)(=O)Nc1ccc(C2=NN(S(C)(=O)=O)C(c3cccs3)C2)cc1 (configuration not stated)
  -11	20%	6	16%	6%	-1%	1%	-2%	1%	-11%	5%
#31 COc1ccc(N(CC(=O)Nc2c(C)cccc2C)S(=O)(=O)c2ccccc2[N+](=O)[O-])c(OC)c1
  /	-9%	14	-11%	-4%	-3%	12%	3%	6%	5%	-1%
#32 CC(Cc1ccco1)NC(=O)c1cccc(S(=O)(=O)N(C)C)c1 (configuration not stated)
  1	/	-3	-6%	1%	7%	1%	4%	20%	-28%	-5%
#33 CCOc1ccc(NC(=S)NNC(=O)c2ccc(Br)cc2)cc1
  -1	0%	-4	-3%	1%	7%	-2%	2%	?	8%	2%

Down the list, quoted from above.
Entries 24–33 in Mito fusion yeast: 0%, -1%, 0%, 11%, 2%, 14%, 5%, -1%, -5%, 2%

Two compounds picked at random from those above:
Values run as follows: hERG WT inh	PKM2 activator	TSHR antagonist	MBNL1 CUG block	S-ASM inh	GALK inhibitor	USP2a block	Chronic BCR inh	Menin MLL FP TR	Eya2 phos inh	Mito fusion yeast
#8 Fc1ccc(Nc2nc(N3CCOCC3)nc(N3CCOCC3)n2)cc1
  2	/	-6	-3%	0%	5%	2%	?	/	-2%	-1%
#11 COc1ccc(S(=O)(=O)NCc2cccnc2)cc1C(=O)N1CCCCC1
  8	0%	-2	-4%	3%	1%	-1%	-6%	15%	7%	-7%
